# Screening data (PubChem)
# CF NFkB block = inhibitors of PAF-induced NF-kB signaling, primary screen, cell-based, GFP fluorescence, uHTS. AID 588850, 2011. KKLEB NF-kB-GFP reporter, GFP fluorescence overnight. 360,000 compounds, 0.86% hits. inhibition, % at 5 µM;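 active means at least 50% inhibition at 5 µM, scaled per plate between neutral and stimulator controls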;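 further: PAF is a Pseudomonas aeruginosa culture filtrate used as stimulus; plate controls were PAF-stimulated DMSO wells for no effect and unstimulated DMSO wells for full effect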
# HIF-2a inh = HIF-2a reporter inhibitors, primary screen, luminescence, 786-0 RCC cells | 786-0 RCC cells HIF-2a reporter, luciferase luminescence, overnight | inhibition, % at 18.8 µM | 360,000 compounds, 0.72% hits;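 active means inhibition of the luminescence signal of 40% or more relative to plate controls, in a single-dose primary screen at 18.75 µM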
# Vif inh = HIV Vif self-association inhibitors, primary screen, imaging, HEK293T, single point | HEK293T cells, Vif self-association by quenched fluorescence, 24 h | AID 602346, 2012 | inhibition, % at 7.49 µM | 340,000 compounds, 0.35% hits; in the data active means inhibition above about 50%, passing the limit was not always enough; inconclusive means no clear call, values can overlap the other calls; inactive means below about 31%; further: some results filed as inactive read as strong as hits
# Peg3 prom inh = Peg3 promoter-driven luciferase inhibitors, primary screen, cell-based, HeLa, luciferase luminescence | HeLa PEG-Prom luciferase reporter, overnight | 360,000 compounds, 1.7% hits | AID 588405, 2011 | inhibition, % at 20 µM;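 active means inhibition of at least 50% at 20 µM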
# NR2E3 ag-1 = inhibitors of NR2E3-RetCOR corepressor binding, primary screen, NR2E3 agonist project, biochemical, TR-FRET, GST-NR2E3, biotin-RetCOR; Photoreceptor-specific nuclear receptor (Homo sapiens), Q9Y5X4; 1536-well; AID 2300, 2010; inhibition of corepressor binding, % at 4.78 µM; 320,000 compounds, 0.12% hits;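 active means percent inhibition above the cutoff of mean plus 3 SD of all tested compounds, set per screening campaign, cut at about 20% in these data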;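 further: 0% = DMSO wells and 100% = biotin wells as full block of FRET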
# Target sequence (Q9Y5X4 whole entry, looked up): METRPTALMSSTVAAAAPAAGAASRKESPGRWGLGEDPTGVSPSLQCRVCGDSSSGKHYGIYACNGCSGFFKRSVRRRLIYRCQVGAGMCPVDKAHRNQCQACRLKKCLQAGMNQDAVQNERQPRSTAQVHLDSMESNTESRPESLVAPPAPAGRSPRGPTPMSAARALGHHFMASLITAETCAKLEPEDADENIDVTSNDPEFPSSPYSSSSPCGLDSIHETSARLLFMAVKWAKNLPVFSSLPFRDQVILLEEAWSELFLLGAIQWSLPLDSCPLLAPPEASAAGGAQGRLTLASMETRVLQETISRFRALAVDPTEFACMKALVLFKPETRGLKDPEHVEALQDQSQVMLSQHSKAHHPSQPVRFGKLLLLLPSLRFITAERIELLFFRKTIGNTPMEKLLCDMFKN
#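 Material: NR2E3–RetCOR corepressor complex / Amount: 1.35 nM GST-NR2E3 / Medium: Tris pH 7.5 / Compound: single nominal compound dose of 4.8 µM / Incubation: 5 h at 4 °C / Technique: TR-FRET, Eu(K)-anti-GST donor, streptavidin-D2 acceptor, ex 340, em 617/671 nm / Read-out basis: percent loss of FRET ratio relative to control wells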
# Shn3 inh set2 = reduction of Shn3 3'UTR firefly luciferase signal, primary screen, Schnurri-3 inhibitor project, cell-based, Clone20 osteoblasts, set 2; AID 588674, 2011; 360,000 compounds, 0.52% hits; inhibition, % at 12.5 µM; Clone20 osteoblast Shn3 3'UTR firefly luciferase, 24 h;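 active means mean inhibition of at least 75% with every replicate also reaching 75%; inconclusive means mean inhibition at least 75% but some replicate below; inactive means mean inhibition below 75%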;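 further: 0% = median of neutral control wells and 100% = pilot-screen positive control compound; some compounds past the cut are filed as inactive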
# KKLEB tox = cytotoxicity in KKLEB CF airway cells, primary screen, cytotoxicity control for CF NF-kB inhibitor project, cell-based, uHTS, fluorescence assay plates; KKLEB CF airway cells viability, ATPlite luminescence, overnight; stronger effect = lower value; cells stimulated with P. aeruginosa culture filtrate; activity change (cytotoxicity), % at 5 µM; 360,000 compounds, 0.36% hits; AID 602141, 2011;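 active means corrected activity change at or below -50% at 5 µM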
# NR2E3 ag-2 = NR2E3 agonists in two-hybrid cells, primary screen, cell-based, luminescence, CHO-S, Gal4-NCOR/VP16-NR2E3; Photoreceptor-specific nuclear receptor (Homo sapiens), Q9Y5X4; luciferase; inhibition of corepressor binding, % at 3.98 µM; 360,000 compounds, 0.35% hits; AID 602229, 2012;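 active means inhibition above the mean of all tested compounds plus 3 SD, cut at about 70% in these data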;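 further: 0% = DMSO with NR2E3 transfected cells and 100% = cells lacking NR2E3 construct; higher means lower luciferase signal from less NR2E3 corepressor binding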
# PDI turbidity = inhibitors of human PDI, primary screen, biochemical, turbidity, single point, plate reader; Protein disulfide-isomerase (Homo sapiens), P07237; PDI insulin aggregation turbidity, A650, 90 min; inhibition, % at 10 µM; 350,000 compounds, 0.052% hits; AID 588391, 2011;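 active means mean inhibition across replicates of 30% or more, whatever share of single replicates reach that level; inconclusive means mean inhibition below 30% while every single replicate reaches 30%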;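 further: absorbance from insulin aggregation driven by PDI reduction with DTT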
# Target sequence (P07237 whole entry, looked up): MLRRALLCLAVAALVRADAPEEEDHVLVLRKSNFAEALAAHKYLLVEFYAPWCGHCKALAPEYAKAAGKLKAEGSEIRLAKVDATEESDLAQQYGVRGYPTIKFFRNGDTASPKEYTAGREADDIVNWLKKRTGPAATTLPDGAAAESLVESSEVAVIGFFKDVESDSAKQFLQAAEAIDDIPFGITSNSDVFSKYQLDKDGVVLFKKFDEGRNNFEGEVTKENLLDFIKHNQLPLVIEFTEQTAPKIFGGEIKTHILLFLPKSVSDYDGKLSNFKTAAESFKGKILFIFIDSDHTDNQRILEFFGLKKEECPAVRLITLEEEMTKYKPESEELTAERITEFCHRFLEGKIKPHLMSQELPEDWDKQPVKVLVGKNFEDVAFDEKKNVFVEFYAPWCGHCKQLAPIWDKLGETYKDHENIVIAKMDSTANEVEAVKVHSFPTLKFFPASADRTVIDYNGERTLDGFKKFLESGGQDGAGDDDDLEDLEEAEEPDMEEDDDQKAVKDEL
# TRPM1 prom inh = inhibitors of MITF-dependent TRPM1 promoter reporter, primary screen, cell-based, SK-MEL-5, single point, luciferase; SK-MEL-5 TRPM1 promoter luciferase, 24 h; inhibition, % at 12.5 µM; 330,000 compounds, 0.83% hits;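 active means mean inhibition across replicates of 60% or more, whatever share of single replicates reaches that level; inconclusive means some that reach 60%, reason not given; inactive means mean inhibition across replicates below 60%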; further: values of inactives mirror those of a sister screen read the other way
# CaV13 FRET inh = Primary screen for inhibitors of IQ motif and Ca2+-dependent inactivation inhibitor domain binding in CACNA1D, Förster resonance energy transfer in living cells, …; inhibition, % at 12.3 µM; 340,000 compounds, 0.098% hits; AID 743397; HEK cells, CFP/YFP FRET ICDI-IQ, plate reader, 10 min; percent FRET-ratio fall versus neutral wells;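 active means mean replicate inhibition of at least 30% and at least 1% of replicates passing that level; inconclusive means only one of the two criteria is met; inactive means neither criterion is met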;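 further: 0% = median of the neutral control wells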
# Active calls of the source: *; ? = inconclusive; . = no result given.
SMILES,CF NFkB block,HIF-2a inh,Vif inh,Peg3 prom inh,NR2E3 ag-1,Shn3 inh set2,KKLEB tox,NR2E3 ag-2,PDI turbidity,TRPM1 prom inh,CaV13 FRET inh
O=S1(=O)N=C(N(CCO)/N=C/c2ccccc2F)c2ccccc21,-2.5,15.6,-10.5,30.8,-0.2,-0.4,-0.6,9.7,-1.7,-3.1,-2.6
C=CCNC(=O)/C(C#N)=C/c1cn(-c2ccccc2)nc1-c1ccc(OC)c([N+](=O)[O-])c1,-10.4,11.0,4.6,7.6,-1.6,-6.5,-9.1,-14.6,2.8,-19.9,-3.8
Cc1sc2ncn(CC(=O)NCCCC(=O)NCc3ccc(F)cc3)c(=O)c2c1C,-5.3,12.0,-3.1,7.7,-3.8,-9.2,6.5,-14.6,1.2,1.7,-4.2
Cc1csc(=O)n1CC(=O)OCC(=O)Nc1ccc(C(N)=O)cc1,12.8,3.3,-0.7,13.9,-0.3,0.2,-5.3,2.3,-7.4,1.1,-2.9
N#CCCN(C(=O)c1ccc2c(=O)n3c(nc2c1)CCCCC3)c1ccccc1,9.4,21.0,7.7,9.3,-0.1,-3.4,9.8,-6.0,-0.1,0.2,-2.0
COc1cccc(CNC(=O)N2CCN(c3ccccc3Cl)CC2)c1,-1.9,-0.1,4.2,-14.1,-0.6,6.0,-1.6,-14.6,-1.5,3.2,-2.1
Cc1cc[n+](-c2[nH]c(=O)sc2/C=N/N=C(\[O-])c2ccccc2)cc1C,3.9,7.8,-7.4,3.6,.,-11.1,6.0,-12.5,-2.4,-5.9,-5.6
CCC(C)NC(=O)c1ccc([N+](=O)[O-])c(Cl)c1 (configuration not stated),-2.8,15.0,6.0,0.2,-0.7,-3.0,6.0,9.2,7.3,9.6,-4.9
O=C(N/C(=C\c1ccc(F)cc1)C(=O)N1CCCCCC1)c1ccccc1,1.4,-0.3,-1.5,-15.7,-2.5,22.1,-0.9,-24.5,1.3,7.7,-2.0
CCc1ccccc1NC(=O)CCc1nc(-c2ccc(C)cc2)no1,4.8,15.9,-14.3,-1.1,-0.5,-2.7,6.7,-16.2,1.7,-3.5,-4.4
CCOC(=O)c1c(C)[nH]c(N=Nc2ccc(C)cc2C)c1C,-23.5,-204.9,7.1,-177.1,2.7,-61.0,13.5,-50.2,-4.4,-59.0,-4.0
COc1ccccc1NC(=O)c1cnc(SCC(=O)NCCc2ccccc2)n(C)c1=O,3.1,-0.2,-0.9,-4.3,0.1,-20.9,-30.1,-19.8,-12.9,18.1,-5.6
Cc1cn([C@H]2C[C@H](O)[C@@H](COS(=O)(=O)O)O2)c(=O)[nH]c1=O,-3.5,9.8,-2.9,-24.4,.,-6.7,-8.7,26.8,3.4,-14.2,-9.1
CCC(C(=O)Nc1ncn[nH]1)(C(F)(F)F)C(F)(F)F,-14.7,21.6,-5.7,2.0,-1.6,-11.5,8.9,-1.3,-1.5,-8.2,-7.6
CC1(C)COC(c2cc([N+](=O)[O-])ccc2Cl)=N1,12.5,10.4,5.2,4.5,1.2,0.9,-8.4,-13.8,-12.9,4.3,.
C[C@H]1CN([C@@H](C)CO)S(=O)(=O)c2ccc(Br)cc2O[C@@H]1CN(C)C(=O)Nc1ccc2c(c1)OCO2,3.9,16.6,-0.5,21.5,.,-1.1,5.6,-4.6,-12.8,.,-6.0
COc1ccc(S(=O)(=O)N(C)C[C@H]2Oc3ccc(NC(=O)Nc4ccc5c(c4)OCO5)cc3C(=O)N([C@H](C)CO)C[C@@H]2C)cc1,-18.9,-2.5,12.1,2.0,.,-2.4,5.7,1.8,5.3,10.3,-10.7
COc1ccc(-c2noc(CCC(=O)Nc3cccnc3)n2)cc1,13.6,-44.1,0.5,-62.8,0.4,3.4,-2.3,-4.7,-0.4,-3.3,-7.6
CSc1ncnc2ncn(C)c12,17.8,7.9,-3.1,-2.4,.,-0.8,-28.8,-5.4,-4.1,-9.6,-9.6
O=C(NNC(=S)NC1CC2CCC1C2)c1ccc(Cl)cc1 (configuration not stated),2.5,-173.1,-11.1,-79.9,-3.8,39.9,-1.7,-31.1,11.3,-8.6,2.9
COc1ccc(OCCCn2c(=O)oc3ccccc32)cc1,8.1,-147.0,5.2,-96.4,-0.5,-37.3,-8.2,-13.7,10.2,-42.0,-4.8
Cc1cccc(-c2nnc(SCC(=O)NC3CC3)n2C)c1,-13.7,-1.4,-3.3,11.6,0.3,-3.6,5.8,11.2,0.2,13.2,-2.0
CC1(C)SC(=S)N(Cc2ccc3c(c2)OCO3)C1N(O)C(=O)NC1CCCCC1 (configuration not stated),13.9,23.2,-5.4,24.8,0.7,-11.7,1.5,-27.7,5.6,-18.6,.
Cc1ccc(NC(=O)CN2CCOCC2)cc1S(=O)(=O)N1CCCCC1,-3.0,7.8,29.9,-3.7,.,-7.5,12.0,-44.1,-5.3,0.6,-5.2
COc1ccc(-c2cc(O)cc(O)c2)cc1,20.8,-251.0,1.2,-265.5,-1.2,-26.7,-14.2,-87.7,-5.2,-42.5,-5.4
Cc1ccc(CCN2CC(C(=O)NCc3ccco3)CC2=O)cc1 (configuration not stated),3.3,9.4,1.1,14.2,3.0,-15.7,-8.1,-20.3,1.6,-5.5,.
COc1ccccc1NS(=O)(=O)c1cccc(C(=O)NNC(=O)c2ccc(NC(C)=O)cc2)c1,-4.4,12.2,-4.1,-5.5,1.0,-8.1,-26.4,-26.5,2.5,-9.2,-3.0
CN1CCC(N(C)C(=O)c2cccc(S(=O)(=O)N3CCc4ccccc43)c2)CC1,-28.4,14.1,-3.1,-3.4,.,5.2,6.5,21.3,10.4,-7.8,-6.1
Cc1cccc(NC(=S)NCC23C=CC(O2)C2C(=O)N(c4ccc(Cl)cc4)C(=O)C23)c1 (configuration not stated),-0.6,8.8,-4.2,23.9,1.2,1.3,-9.2,7.9,?,0.0,-3.5
O=S1(=O)[C@H]2C[C@@H]3C=C[C@@]2(CN1Cc1cccc(C(F)(F)F)c1)O3,-18.2,-22.1,6.6,-6.2,-3.0,-16.1,12.8,-41.8,-54.8,-7.1,-5.1
CCOc1ccc(-n2nnnc2SCC(=O)c2ccccc2)cc1,9.3,-17.4,-2.5,-64.1,1.7,-4.4,-1.8,-17.0,-6.8,2.1,.
CC(=O)c1cc(C#N)c(NCc2ccccc2)nc1C,6.7,-14.9,-2.1,-22.0,2.1,-9.2,-6.7,-1.8,-2.4,-20.2,-3.7
CC(C)CC1(C)NC(=O)N(CC(=O)Nc2cccc(S(=O)(=O)N(C)c3ccccc3)c2)C1=O (configuration not stated),-2.9,-31.3,6.5,-22.3,4.5,21.8,4.9,-22.5,0.6,-11.2,-6.2
COc1ccc(Cc2nnc(SCC(=O)NCC3CCCO3)o2)cc1 (configuration not stated),0.7,3.3,19.0,19.9,-1.7,4.6,-2.4,0.7,-4.1,6.3,-9.2
N#Cc1ccccc1NC(=O)COC(=O)c1cccs1,-29.4,14.5,-2.4,-27.6,.,17.9,12.4,-47.0,3.0,-8.2,-5.2
COc1ccccc1OCC(=O)Nc1cccc(C(=O)N2CCOCC2)c1,-1.8,1.0,7.7,-1.9,0.4,2.6,6.6,-3.7,6.9,9.4,-9.7
CCCN1C2CCCC1CC(NC(=O)c1cccc(OC)c1)C2 (configuration not stated),-0.8,11.5,-11.0,2.6,0.8,-1.0,0.4,-43.1,-7.8,-2.2,-20.9
Cc1oc(-c2cccs2)nc1CS(=O)CC(=O)NCCCOC(C)C (configuration not stated),-7.3,2.5,0.1,15.5,0.8,-16.1,-1.8,-25.2,2.7,0.6,-3.4
Cc1cc(C)c(NC(=O)CS)c(Cl)c1,-3.8,21.0,-3.1,3.4,2.2,-37.2,-0.6,-4.6,22.6,-1.1,-7.0
CC1CCCCC1NC(=O)CSc1nncn1N (configuration not stated),-0.9,14.4,6.5,13.2,1.7,4.3,8.3,-30.0,4.6,6.7,-5.1
COC(=O)C1=CN(Cc2ccccc2)C=C(C(=O)OC)C1c1ccc(O)c(OC)c1,6.9,30.1,?,28.3,6.1,-21.2,2.0,-7.3,1.8,9.3,-3.0
CN(C)C(CN=C1NS(=O)(=O)c2ccccc21)c1ccco1 (configuration not stated),12.4,10.9,-1.0,8.0,3.1,6.1,-12.4,14.4,-5.3,16.0,-3.4
CC(C)[C@H](CO)NC(=O)[C@H]1O[C@@H](n2ccc(N)nc2=O)[C@H](O)[C@@H]1O,-15.5,0.5,.,5.7,.,3.7,11.0,-1.6,.,.,.
CN(Cc1ccccc1)C(=O)c1cccc(N2C(=O)C3CC=CCC3C2=O)c1 (configuration not stated),7.2,4.7,-16.8,18.0,-1.4,-9.1,7.6,-21.9,-0.4,2.5,-1.9
CN1OC[C@@H]2CN(S(=O)(=O)c3cccc(C(F)(F)F)c3)[C@H](c3ccc(-c4cc5ccccc5o4)cc3)C[C@@H]21,21.6,50.8*,-0.8,68.8*,.,50.7,-17.3,0.8,4.8,.,-2.5
O=C(O)C1CCN(S(=O)(=O)c2ccc(N3CCCC3C(=O)O)c([N+](=O)[O-])c2)CC1 (configuration not stated),10.6,-2.1,-0.6,10.5,1.4,-3.3,-4.8,14.4,4.8,7.0,-10.8
NC(=O)C[C@@H]1N[C@]2(C(=O)Nc3ccccc32)[C@@H]2C(=O)N(C3CCCCC3)C(=O)[C@H]12,-3.7,8.1,-5.2,3.6,-1.2,2.3,3.0,0.5,5.3,15.5,-4.9
